A549 viability = A549 cytotoxicity, counter-screen for Nrf2 inhibitors | AID 504648 | A549 ARE-Fluc cells, CellTiter-Fluor viability, 18-24 h | Potency, µM (highest dose often 46 µM), for the others: at the highest dose activity change, negative = cytotoxicity, actives largely listed as inhibitors | 390,000 compounds, 0.16% hits; further: on the % scale 0 is the no-effect control and ±100 the full control effect
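A549 ARE_Fluc cells in 5% FBS OPTI-MEM were exposed to compounds in concentration-response for 18-24 h at 37 deg C. Viability was read by CellTiter-Fluor fluorescence (Ex 405/Em 525) after 30 min, before the luciferase read.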
Nrf2 ARE act = activates Nrf2 signaling; AREc32 ARE-luciferase reporter (MCF7-derived line), luminescence, 24 h; Potency, µM (series often up to 46.1 µM), for inactives: at the top dose activation, hits mostly activators; 410,000 compounds, 0.31% hits; further: % of control where 0% means no effect; nearly all actives have a fitted effect of over 65% in size
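Luciferase luminescence (Steady-Glo, 30 min at room temperature) served as the read-out of ARE activation in AREc32 cells treated with compounds for 24 hr at 37 deg C.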
EPAC2 antagonist = EPAC2 (human) antagonism. EPAC2 GEF exchange of Rap1B-BODIPY-GDP, fluorescence. AID 720708. Potency, µM (top dose mostly 114 µM), inactives show at the highest dose activity, negative = inhibition, most hits filed as inhibitors. 360,000 compounds, 0.18% hits. Q8WZA2; further: on the % scale 0 is the no-effect control and ±100 the full control effect; nearly all actives have a fitted effect of over 45% in size; many of its hits are not listed in these tables
Target sequence (Q8WZA2 whole entry, looked up): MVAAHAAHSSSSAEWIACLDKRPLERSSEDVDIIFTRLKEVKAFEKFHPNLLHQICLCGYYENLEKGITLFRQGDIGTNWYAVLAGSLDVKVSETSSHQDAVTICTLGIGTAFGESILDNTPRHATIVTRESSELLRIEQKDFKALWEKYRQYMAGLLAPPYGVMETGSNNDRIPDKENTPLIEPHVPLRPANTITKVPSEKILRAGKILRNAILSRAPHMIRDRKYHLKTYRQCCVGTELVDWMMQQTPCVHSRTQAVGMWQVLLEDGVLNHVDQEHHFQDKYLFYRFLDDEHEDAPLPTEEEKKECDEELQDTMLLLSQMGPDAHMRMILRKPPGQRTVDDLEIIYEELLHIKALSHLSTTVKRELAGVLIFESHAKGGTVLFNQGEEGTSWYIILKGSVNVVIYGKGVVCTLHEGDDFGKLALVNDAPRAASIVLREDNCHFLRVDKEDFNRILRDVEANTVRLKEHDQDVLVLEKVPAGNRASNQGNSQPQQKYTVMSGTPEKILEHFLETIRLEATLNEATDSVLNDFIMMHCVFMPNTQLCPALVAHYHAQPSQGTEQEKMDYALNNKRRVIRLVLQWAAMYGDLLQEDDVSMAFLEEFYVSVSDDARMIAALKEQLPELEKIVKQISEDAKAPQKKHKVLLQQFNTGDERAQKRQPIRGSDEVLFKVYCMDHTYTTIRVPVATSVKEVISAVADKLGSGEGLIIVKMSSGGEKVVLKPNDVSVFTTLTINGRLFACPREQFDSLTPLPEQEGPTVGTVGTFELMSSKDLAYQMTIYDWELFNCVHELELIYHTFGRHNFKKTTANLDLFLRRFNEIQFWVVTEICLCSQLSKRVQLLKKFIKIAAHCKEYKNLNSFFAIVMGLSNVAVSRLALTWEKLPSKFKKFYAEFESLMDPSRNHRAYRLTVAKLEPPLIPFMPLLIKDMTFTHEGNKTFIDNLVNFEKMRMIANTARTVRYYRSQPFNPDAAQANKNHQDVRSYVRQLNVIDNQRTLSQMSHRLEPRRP
Nrf2 inh = Nrf2 pathway inhibition; AID 504444; 360,000 compounds, 2.1% hits; A549 ARE-Fluc reporter, luciferase luminescence, 18-24 h; Potency, µM (series often up to 46 µM), for inactives: top-dose activity change, negative = inhibition, hits mostly inhibitors; further: on the % scale 0 is the no-effect control and ±100 the full control effect; nearly all actives have a fitted effect of over 60% in size
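Cells were seeded and rested 2 h, then exposed to compounds for 18-24 h. CellTiter-Fluor was read first as a viability measure. BugLite was added 15 min before the final luminescent read of ARE-luciferase activity in A549 cells.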
HepG2 tox = kills HepG2 cells in TGF-b inhibitor counter-screen | HepG2 CAGA-GFP viability, ATP luminescence, 18 h | Potency, µM (highest dose often 46.1 µM), without a hit: top-dose activity change, negative = cytotoxicity, most hits filed as cytotoxic | 410,000 compounds, 0.76% hits | AID 588856; further: some results filed as inactive show a strong effect at the top dose
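HepG2 CAGA-GFP cells (1000/well, DMEM with 1% FBS) received compound, then TGF-beta at 500 pg/mL final, and were incubated 18 hours at 37 degrees C. Viability was read by CellTiter-Glo luminescence. Media-only wells were set as complete cell-killing and DMSO as no toxicity.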
ATXN viability = viability counter-screen for ATXN expression inhibitors | 400,000 compounds, 0.49% hits | Potency, µM (top dose mostly 56.7 µM), actives largely listed as cytotoxic | AID 651635 | S2 cells (HEK-293 line with an ATXN2-luciferase reporter) viability, CellTiter-Fluor protease fluorescence, 24 h; further: nearly all actives have a fitted effect of over 40% in size
TGFb inhibitor = TGF-b pathway inhibition; HepG2 CAGA-GFP TGF-b/SMAD3 reporter, GFP fluorescence, 18 h; TGF-beta stimulated, 500 pg/mL final; Potency, µM (highest dose often 46.1 µM), for inactives: at the highest dose activity, negative = inhibition, usual class: inhibitors; 410,000 compounds, 1.2% hits; AID 588855; further: on the % scale 0 is the no-effect control and ±100 the full control effect; nearly all actives have a fitted effect of over 65% in size
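Smad-responsive CAGA-GFP expression was quantified in HEPG2 cells exposed to compounds and 500 pg/mL final TGF-beta for 18 h at 37 degrees C; unstimulated wells defined full inhibition.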
MCF10A rereplic = inducers of DNA re-replication in MCF 10A breast cells. MCF 10A DNA re-replication, Hoechst nuclear intensity, 48 h. 350,000 compounds, 2.9% hits. Potency, µM (titrated, usually from 46.1 µM), inactives show top-dose activity, positive = re-replication, most hits filed as activators; further: % of control where 0% means no effect; nearly all actives have a fitted effect of over 50% in size
ATXN2 expr inh = inhibitors of ATXN2 expression; AID 1745845; HEK-293 ATXN2-luciferase reporter, luminescence, 24 h; Potency, µM (series often up to 57 µM), for the others: at the top dose activity change, negative = inhibition, most hits filed as inhibitors; 360,000 compounds, 0.72% hits; further: on the % scale 0 is the no-effect control and ±100 the full control effect; nearly all actives have a fitted effect of over 55% in size
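qHTS (up to 57 uM final) was run with 24 h compound exposure of reporter cells at 37 °C. Each well was multiplexed: SteadyGlo luminescence measured ATXN2-luciferase expression after a fluorogenic Gly-Phe-AFC viability readout (25 uM final).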
Active calls of the source: *; i = inactive; ? = inconclusive; . = no result given; & = joins results of further samples; [ ] = dose if it differs, or a comment. The call rests on the fitted dose curve; in most records, active means well fitted curve in the direction sought with a large enough effect; inconclusive means small, poorly fitted or top-dose-only effect, or another doubt; inactive means no such curve, though single readings can be large; an effect the other way counts as inactive or inconclusive. Potency means the concentration at half of the fitted maximal effect. Some of the compounds tested. The share of hits here may be higher or lower than overall.

SMILES | A549 viability | Nrf2 ARE act | EPAC2 antagonist | Nrf2 inh | HepG2 tox | ATXN viability | TGFb inhibitor | MCF10A rereplic | ATXN2 expr inh
CCN(CC)S(=O)(=O)c1ccc(C(=O)NCCSc2c(-c3ccc(C)cc3)[nH]c3ccccc23)cc1 | 2.0% | 5.4% | . | -23.0%[9.27 µM] | -5.3% | i | -2.8% | . | 14.7%
Oc1ccc(Cl)cc1C1C=C(c2ccc3c(c2)OCO3)NC(c2ccc(F)c(Br)c2)N1 (configuration not stated) | -3.1% | . | . | -10.6% | -91.6% | . | 10µM* | . | .
CCNC(=O)N1C(=O)C2(OCCO2)c2ccccc21 | -1.5% | -0.6% | 6.3% | . | 6.7% | i | 0.0% | -11.8% | 0.6%
CCOC(=O)CC(=O)Nc1ncnc2c1C(c1ccccc1)c1c(ccc3ccccc13)O2 (configuration not stated) | -6.6%&-15.0% | 14.1% | ? | ? | -35.2% | i | ? | -17.6% | 7.3%
CCN(C(=O)c1cc2c(=O)oc3ccccc3c2s1)c1ccccc1F | -2.5% | 0.9% | . | . | -5.2% | i | ? | . | 6.2%
Cc1cccc2sc(N(CCN(C)C)C(=O)C3CCN(S(=O)(=O)c4cccs4)CC3)nc12 | 0.7% | 0.5% | -13.4% | 1.8% | 0.0% | i | -1.7% | 9.0% | -7.0%
O=C1NC(Nc2nc3ccccc3s2)(C(F)(F)F)C(=O)N1C1CCCCC1 (configuration not stated) | -22.4% | 2.0% | -21.0% | -27.3% | 11.2µM* | ? | 7.94µM* | -0.4% | ?
Cc1ccc(C)c(NC(=O)Cn2c(=O)n(Cc3nc(C)no3)c(=O)c3cc4c(cc32)OCO4)c1 | 12.2% | -0.1% | . | ? | 14.7% | i | 1.5% | . | 6.7%
O=C(COc1ccccc1)N=C1SC2CS(=O)(=O)CC2N1c1ccccc1F (configuration not stated) | 4.1% | -0.8% | 7.9% | 5.0% | -27.4% | i | -4.4% | 2.2% | 4.5%
Cc1ccc(CNC(=O)c2ccc(Cn3nc(C)c(Cl)c3C)o2)cc1 | 3.1% | 4.0% | -11.3% | -19.2% | -30.2% | i | -22.5% | 25.4% | -16.2%
CCN(CC)c1ccc(NC(=O)CCS(=O)(=O)c2ccc(Br)cc2)c(C)c1 | -4.4% | -0.1% | 12.5% | -21.0% | -81.1% | i | -10.1% | ? | 3.8%
C=CCN(CC=C)Cc1cc(=O)oc2ccccc12 | . | 1.1% | -28.6% | . | 8.8% | i | -0.3% | . | 7.4%
C=CCn1c2ccccc2c2nnc(SCC(=O)NC(C(=O)OC)C(C)C)nc21 (configuration not stated) | 0.4% | -0.1% | 11.6%[57.1 µM] | 9.6% | 3.8% | i | 5.9% | -0.3% | 1.3%
CC12CCC(O)CC1=CCC1C2CCC2(C)C(c3ccn[nH]3)CCC12 (configuration not stated) | -8.3% | 3.2% | 2.4% | 20.6µM* | -10.7% | i | -15.3% | ? | -36.8%
Cc1ccc(S(=O)(=O)NCCN2CCN(S(=O)(=O)c3ccccc3Cl)CC2)cc1 | -11.2% | 2.9% | -6.4% | -24.7% | 6.6% | i | -2.7% | 5.1% | .
CSCC[C@H](N)C(=O)NC[C@H]1CC[C@H](C(=O)N[C@@H](Cc2ccccc2)C(=O)O)CC1 | -0.3% | -0.7% | 12.9% | -1.6% | 8.0% | i | -16.8% | 20.4% | -10.7%
COC1CCCN(Cc2cn(C)nc2-c2ccc(Oc3ccccc3)cc2)C1 (configuration not stated) | 1.8% | 3.0% | -6.1% | 1.3% | -17.9% | i | -3.0% | -13.4% | -11.4%
Cc1cc(C)nc(Nc2ccc(Cl)cc2C)n1 | 0.3% | 5.5% | -10.8% | 3.4% | 0.2% | ? | -0.8% | -15.0% | .
COc1ccccc1C1NC(=O)NC(C)=C1C(=O)OCc1ccccc1 (configuration not stated) | 2.0% | -0.3% | -4.8% | -7.2% | -16.4% | i | 0.0% | 5.5% | -0.1%
COc1ccc2cc(C(=O)N3CCCC(Nc4ccc(F)cc4)C3)n(C)c2c1 (configuration not stated) | 0.2% | 3.4% | -1.2% | 0.4% | -20.9% | i | 0.0% | 8.0% | -5.6%
Cc1nn2c(=O)cc(COC(=O)c3ccc(NC(=O)c4ccc(C(C)(C)C)cc4)cc3)nc2s1 | -2.7% | 2.9% | . | . | 4.1% | . | -0.4% | . | .
COc1ccccc1CN1CCCCCC1 | 6.0% | 0.6% | -3.3% | -20.7% | -23.9% | i | 15.4% | ? | -28.6%
COc1ccc2c(c1)CC/C(=C/c1cc(OC)c(OC)c(OC)c1)C2=O | 2.6% | 25.5% | 6.9% | -2.5% | 0.141µM* | i | -4.6% | ? | ?
O=C(Nc1ccc(Oc2ccc(Br)cc2)cc1)C1=CC=CN2CCS(=O)(=O)N=C12 | -3.1% | -1.3% | -8.9% | 3.0% | 5.7% | i | 13.1% | ? | -17.9%
O=C1c2ccccc2C(=O)N1CCc1nc(-c2ccccn2)no1 | -3.1% | 2.9% | -0.9% | ? | 3.7% | i | -1.3% | -0.9% | 20.5%
O=C(O)CCCCCN=C1CCc2ccccc2N1 | 1.6% | -0.1% | 8.8% | 10.6% | -16.7% | i | 2.1% | 1.1% | 1.5%
COc1ccc(C(=O)C2CCCN(C(=O)c3ccnn3C)C2)c(C)c1 (configuration not stated) | -1.5% | 0.3% | 1.2% | -1.3% | -9.3% | i | -20.9% | 10.7% | 3.6%
N#Cc1cccc(CN2CCC(=O)N([C@H](CO)Cc3ccccc3)CC2)c1 | -4.9% | -0.3% | 8.6% | -7.3% | 5.6%&10.7% | i | 16.2%&0.7% | -12.3% | 1.6%
C[C@H]1CN=C(N(C)C)N1CCC1CCCCC1 | -7.9% | 0.4% | 1.6% | 0.6% | 8.1% | i | 13.2% | -14.8% | -2.3%
CCN(c1ccccc1)S(=O)(=O)c1nnc(NC(=O)COc2ccccc2F)s1 | 1.2% | 0.3% | . | ? | -13.1% | i | 4.5% | . | 3.3%

Additional entries.
SMILES | A549 viability | Nrf2 ARE act | EPAC2 antagonist | Nrf2 inh | HepG2 tox | ATXN viability | TGFb inhibitor | MCF10A rereplic | ATXN2 expr inh
COc1ccc(NC(=O)Cn2nc(-c3ccncc3)ccc2=O)cc1Cl | -0.3% | 0.3% | . | . | -47.6% | ? | -2.0% | . | 2.6%
Cc1ccc(NC(=O)CC2SC(=NC3CCCCC3)NC2=O)cc1 (configuration not stated) | 3.1% | 5.0% | -3.1% | 15.0% | -32.6% | i | -29.8% | ? | 2.6%
CN(C)/C=C1\N=C(c2ccc3c(c2)OCO3)OC1=O | 0.2% | 0.0% | 19.4% | . | -2.4% | i | 0.4% | 2.4% | 34.8%
O=c1[nH][nH]c(C(F)(F)F)c1C=Nc1ccc(Cl)cc1 | ? | 2.1% | -3.8% | -27.2% | -26.5% | i | -2.1% | 2.2% | -0.6%
CC1CCc2c(sc3ncnc(SCC(=O)Nc4ccc(C(=O)O)cc4)c23)C1 (configuration not stated) | -5.2% | -0.5% | ? | 2.8% | -11.0% | i | -6.7% | 16.0% | 18.8%
COc1ccccc1N1CCN(C(=O)CCC(=O)Nc2nnc(C(C)C)s2)CC1 | -1.8% | -0.6% | 6.2% | -4.2% | 5.6% | i | 4.4% | 12.0% | 13.5%
C[C@H]1C=C(C(=O)N2CCN(Cc3ccc4c(c3)OCO4)CC2)O[C@@H](OCc2ccc(CO)cc2)C1 | 9.3% | 5.2% | 12.4% | 9.3% | -4.6% | i | 6.8% | 17.1% | -12.1%
Cc1cc(-c2ccccc2)nc(N/N=C/c2ccccc2)n1 | 1.6% | 0.0% | -12.0% | ? | -45.9% | i | ? | 21.3% | ?
O=C1CC(=O)N(C2CCCCC2)C(=O)N1c1ccccc1S(=O)(=O)Oc1ccccc1 | . | -0.6% | -2.6% | . | 1.5% | i | 53.4%[activator] | . | 9.5%
O=NN(Cc1cccnc1)Cc1cccnc1 | . | -0.4% | 0.8% | . | -4.0% | i | 8.6% | . | 2.8%
O=C1NC(=O)C(=CC=Cc2ccccc2)S1 | . | 5.0% | -19.3% | . | -15.0% | ? | -3.0% | . | .
O=C(NC1CC1)C1CCCN(C(=O)NC2CCCCC2)C1 (configuration not stated) | -1.0% | -0.1% | 3.0% | -8.3% | -11.2% | i | -1.2% | -1.1%[9.22 µM] | -3.6%
CCCn1c(SCC(=O)N2CC(=O)Nc3ccccc32)nc2ccccc21 | 2.6% | -0.7% | 2.0% | ? | 10.1% | i | -11.3% | -8.4% | ?
[N-]=[N+]=NC[C@H](Cc1ccccc1)N1CCN(Cc2ccccc2)CCC1=O | 6.8% | 0.2% | 14.5% | 16.1% | -6.9% | i | ? | 9.8% | 5.7%
CCn1cc(C(=O)N(C)c2ccc(OC)cc2OC)c2cc(OC)c(OC)cc2c1=O | 0.7% | 0.3% | 1.4% | -6.9% | 5.9% | i | -2.5% | -2.2% | .
Cc1ccc(C(=O)N/N=C\c2cccn2C)cn1 | -0.4% | 2.4% | -2.5% | 11.0% | -7.9% | i | 2.3% | -5.2% | -2.3%
CC(NC(=O)Nc1ncccn1)(C(F)(F)F)C(F)(F)F | 0.2% | 0.3% | 6.8% | -3.0% | 4.0% | i | -7.6% | 24.0% | 6.4%
CCC(C(=O)NCCc1ccc(SC)cc1)n1nc(C)c2c(C)n(-c3ccc(C)cc3)nc2c1=O (configuration not stated) | -12.5% | 0.2% | . | -100.3% | -32.8% | . | ? | . | .
CN1CCN(C(=O)/C(=C\c2cccnc2)NC(=O)c2cccc(Br)c2)CC1 | -3.6% | 0.0% | 0.5% | -2.9% | 7.4% | i | 8.0% | 5.7% | -0.2%
Cc1ccnc(NC(=O)CCC(=O)N(CC(=O)NCc2ccccc2)Cc2cccs2)c1 | 1.9% | -0.3% | -4.6% | 3.5% | 8.2% | i | -11.8% | -11.6% | -33.0%
C=C(C)CN(CC)C(=O)CN1C(=O)NC2(CCCc3ccccc32)C1=O (configuration not stated) | 11.1% | -0.8% | -4.8% | -14.7% | -18.7% | i | -1.4% | 1.4% | -7.1%
Cc1cc(C)c2c(=O)[nH]c(SCc3ccccc3)nc2n1 | -0.5% | 0.2% | 2.9% | -7.9% | -26.8% | i | ? | 0.8% | 0.4%
COc1ccccc1C(=O)OCc1cc(=O)n2ccsc2n1 | 1.2% | 2.9% | 11.5% | ? | 3.3% | i | -11.3% | 0.5% | 25.5%

Compound activity: PubChem BioAssay, National Center for Advancing Translational Sciences (NCATS)
